High-throughput results as filed in PubChem.
TRPM1 prom inh – MITF TRPM1 promoter inhibition in SK-MEL-5 cells. SK-MEL-5 TRPM1 promoter luciferase, 24 h. inhibition, % at 12.5 µM. actives 0.83% (n = 330,000);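 active = mean inhibition across replicates of 60% or more, whatever share of single replicates reaches that level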; note: values of inactives mirror those of a sister screen read the other way
Shn3 inh set2 – Schnurri-3 reporter inhibition in Clone20 osteoblasts. Clone20 osteoblast Shn3 3'UTR firefly luciferase, 24 h. inhibition, % at 12.5 µM. actives 0.52% (n = 360,000). AID 588674;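 active = mean inhibition of at least 75% with every replicate also reaching 75%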;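 note: 0% = median of neutral control wells and 100% = pilot-screen positive control compound; some compounds past the cut are filed as inactive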
HTR2A ag – agonists of mouse serotonin 5-HT2A receptor (HTR2A) | CHO-K1 mHTR2A beta-arrestin complementation, luminescence; percent of 30 µM serotonin response | activation, % at 7.6 µM | actives 0.66% (n = 360,000);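 active = activation above a run cutoff, the mean activation of all tested compounds plus 3 SD, cut at about 14% in these data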;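 note: 0% = plate median of compound wells and 100% = 30 µM serotonin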
Target sequence (P35363 whole entry, looked up): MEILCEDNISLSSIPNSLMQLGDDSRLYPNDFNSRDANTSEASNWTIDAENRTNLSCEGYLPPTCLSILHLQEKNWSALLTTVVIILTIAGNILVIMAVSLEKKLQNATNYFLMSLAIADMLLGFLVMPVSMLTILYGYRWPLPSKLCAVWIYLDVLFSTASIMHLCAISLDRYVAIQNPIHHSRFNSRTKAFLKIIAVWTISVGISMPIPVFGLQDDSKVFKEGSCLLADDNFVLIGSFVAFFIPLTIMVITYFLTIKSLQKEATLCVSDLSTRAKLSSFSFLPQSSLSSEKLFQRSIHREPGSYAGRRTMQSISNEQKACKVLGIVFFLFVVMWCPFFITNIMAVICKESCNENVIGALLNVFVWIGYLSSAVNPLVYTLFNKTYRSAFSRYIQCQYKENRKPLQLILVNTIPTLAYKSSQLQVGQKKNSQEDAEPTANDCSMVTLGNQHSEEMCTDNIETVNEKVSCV
Peg3 promoter – reduces Peg3 promoter-driven luciferase expression in HeLa; HeLa PEG-Prom luciferase reporter, luminescence, overnight; inhibition, % at 20 µM; actives 1.7% (n = 360,000); AID 588405;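 active = inhibition of at least 50% at 20 µM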
HIF-2a inh – HIF-2a inhibition | inhibition, % at 18.8 µM | actives 0.72% (n = 360,000) | 786-0 RCC cells HIF-2a reporter, luciferase luminescence, overnight | AID 624352;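 active = inhibition of the luminescence signal of 40% or more relative to plate controls, in a single-dose primary screen at 18.75 µM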
PDI inh – PDI (human) enzyme inhibition | P07237 | actives 0.052% (n = 350,000) | PDI insulin aggregation turbidity, A650, 90 min | inhibition, % at 10 µM;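 active = mean inhibition across replicates of 30% or more, whatever share of single replicates reach that level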;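 note: absorbance from insulin aggregation driven by PDI reduction with DTT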
hiPSC survival – enhancers of human iPSC single-cell survival | actives 0.044% (n = 360,000) | survival enhancement, % at 20 µM | hiPSC single-cell survival, ATPlite luminescence; 100% = ROCK inhibitor wells, 0% = DMSO; in the data active = survival enhancement above about 18%;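 note: cells exposed to compounds for 16 hours before the ATP read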
CaV13 FRET inh – Disruptors of the CACNA1D IQ motif to Ca2+-dependent inactivation inhibitor domain association, primary screening, Förster resonance energy transfer in intact living …; HEK cells, CFP/YFP FRET ICDI-IQ, plate reader, 10 min; percent FRET-ratio fall versus neutral wells; AID 743397; actives 0.098% (n = 340,000); inhibition, % at 12.3 µM;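 active = mean replicate inhibition of at least 30% and at least 1% of replicates passing that level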;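 note: 0% = median of the neutral control wells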
NR2E3 ag-1 – activates human NR2E3 receptor. AID 602229. inhibition of corepressor binding, % at 3.98 µM. CHO-S Gal4-NCOR/VP16-NR2E3 two-hybrid, luciferase. actives 0.35% (n = 360,000). Q9Y5X4;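 active = inhibition above the mean of all tested compounds plus 3 SD, cut at about 70% in these data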;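 note: 0% = DMSO with NR2E3 transfected cells and 100% = cells lacking NR2E3 construct; higher means lower luciferase signal from less NR2E3 corepressor binding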
Target sequence (Q9Y5X4 whole entry, looked up, the tested form may be a part): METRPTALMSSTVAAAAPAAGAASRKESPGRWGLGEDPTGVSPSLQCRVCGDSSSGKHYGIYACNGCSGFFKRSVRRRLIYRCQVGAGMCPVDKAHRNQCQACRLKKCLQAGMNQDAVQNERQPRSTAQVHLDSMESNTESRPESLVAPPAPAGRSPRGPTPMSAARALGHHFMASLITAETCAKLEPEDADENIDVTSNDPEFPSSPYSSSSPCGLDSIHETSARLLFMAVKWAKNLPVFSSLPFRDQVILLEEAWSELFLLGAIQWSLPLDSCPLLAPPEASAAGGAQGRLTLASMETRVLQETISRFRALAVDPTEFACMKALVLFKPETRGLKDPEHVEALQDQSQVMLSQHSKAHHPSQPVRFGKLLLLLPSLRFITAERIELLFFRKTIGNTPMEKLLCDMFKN
NR2E3 ag-2 – NR2E3 (human) agonism. Q9Y5X4. GST-NR2E3/biotin-RetCOR TR-FRET, 1536-well. inhibition of corepressor binding, % at 4.78 µM. actives 0.12% (n = 320,000). AID 2300;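 active = percent inhibition above the cutoff of mean plus 3 SD of all tested compounds, set per screening campaign, cut at about 20% in these data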;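 note: 0% = DMSO wells and 100% = biotin wells as full block of FRET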
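System: GST-tagged NR2E3 plus biotinylated RetCOR corepressor; Amount: 1.35 nM GST-tagged NR2E3 final; Dosing: single nominal compound dose of 4.8 µM; Schedule: 5 h incubation at 4 °C; Technique: TR-FRET with europium anti-GST and streptavidin-D2, 340 nm excitation; Controls: biotin wells as high control, 0.6% DMSO wells as low control.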
H9c2 protect – protects H9c2 cardiomyocytes from peroxide injury; protection from H2O2 cell death, % at 20 µM; H2O2 injury protection, ATPLite, 2 h; AID 588492; actives 0.63% (n = 360,000);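 active = compounds giving at least 50% protection of heart cells from peroxide-induced death in the single-dose screen, raw or plate-pattern-corrected value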;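 note: 0% = DMSO wells with peroxide and 100% = DMSO wells without peroxide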
* hit, by the source's call; nt = no result given. Compounds were not picked by outcome (roughly 3.9% active in at least one column).

Structure,TRPM1 prom inh,Shn3 inh set2,HTR2A ag,Peg3 promoter,HIF-2a inh,PDI inh,hiPSC survival,CaV13 FRET inh,NR2E3 ag-1,NR2E3 ag-2,H9c2 protect
CCc1cc2c3c([nH]c2cc1S(=O)(=O)NCCCOC)CC(C)(C)CC3=O,11,5,-4,21,12,5,-0.7,-11,6,-3,-11
CCOc1ccccc1-n1c(SCC(N)=O)nnc1-c1ccccc1,6,-2,-2,18,6,2,-0.1,nt,-5,0,2
Cc1ccc(S(=O)(=O)N2CCOCC2)cc1NC(=O)COC(=O)c1cnccn1,4,-1,-2,-2,7,5,-1.4,-7,-18,5,11
O=C(COc1ccccc1)NCCSCc1ccccc1Cl,-13,-4,-2,-116,-150,6,-0.6,-5,-63,0,-2
COc1cccc(CNC(=O)C2CCCN(S(=O)(=O)c3c(C)n[nH]c3C)C2)c1 (configuration not stated),4,-12,-1,11,16,3,-0.4,-2,13,3,-4
COc1ccccc1NS(=O)(=O)c1cc(NC(=O)c2ccccc2F)ccc1N1CCOCC1,-1,-18,-3,-2,15,0,0.0,-18,1,-2,3
O=C(CSc1ccccc1)NCc1ccc(F)cc1,4,-76,0,-108,-86,-2,-2.1,-18,-48,1,8
CCOc1ccc(S(=O)(=O)NC2CCCCCC2)cc1,-4,19,8,5,13,-2,-1.8,-6,-21,-4,-6

The list goes on, starting with the last 5 of the part before.
Structure,TRPM1 prom inh,Shn3 inh set2,HTR2A ag,Peg3 promoter,HIF-2a inh,PDI inh,hiPSC survival,CaV13 FRET inh,NR2E3 ag-1,NR2E3 ag-2,H9c2 protect
O=C(COc1ccccc1)NCCSCc1ccccc1Cl,-13,-4,-2,-116,-150,6,-0.6,-5,-63,0,-2
COc1cccc(CNC(=O)C2CCCN(S(=O)(=O)c3c(C)n[nH]c3C)C2)c1 (configuration not stated),4,-12,-1,11,16,3,-0.4,-2,13,3,-4
COc1ccccc1NS(=O)(=O)c1cc(NC(=O)c2ccccc2F)ccc1N1CCOCC1,-1,-18,-3,-2,15,0,0.0,-18,1,-2,3
O=C(CSc1ccccc1)NCc1ccc(F)cc1,4,-76,0,-108,-86,-2,-2.1,-18,-48,1,8
CCOc1ccc(S(=O)(=O)NC2CCCCCC2)cc1,-4,19,8,5,13,-2,-1.8,-6,-21,-4,-6
CC(C)Oc1ccc(C(=O)Nc2ncn[nH]2)cc1,-27,-44,0,-84,-153,0,0.0,-2,-9,4,3
CCNC(=S)Nc1ccc(-c2nc3ccccc3[nH]2)cc1,-44,-109,-1,-239,-217,6,0.9,-6,-139,0,-14
O=C(N/N=C/c1sc(N2CCOCC2)nc1-c1ccccc1)c1ccc(O)cc1,-8,-1,-5,4,-16,1,3.8,-4,-18,-3,23
CCCN(CC(=O)Nc1ccccc1C)C(=O)c1ccc(N2CCCC(C)C2)c([N+](=O)[O-])c1 (configuration not stated),3,8,9,5,4,-1,-0.3,-7,21,nt,-10
CC(C)CN(C(=O)COC(=O)CNC(=O)c1ccccc1)c1c(N)n(Cc2ccccc2)c(=O)[nH]c1=O,-5,-12,3,-14,-3,-3,0.0,nt,-5,2,4
O=C(C[n+]1ccccc1)N/N=C/c1ccc(Cl)cc1,-2,-28,-2,13,4,4,-0.7,-5,-12,-2,5
COc1cccc(-c2ccc(NC(=O)C3CCCN(Cc4ccco4)C3)cc2)c1 (configuration not stated),-20,-13,-9,-50,-57,0,-0.4,-1,-14,2,1
O=C(CNC(=O)/C(=C\c1ccccc1)NC(=O)c1ccc(Br)cc1)OCc1ccccc1,31,-6,-5,1,9,-2,-2.5,nt,-16,6,-19
Brc1ccccc1OCCCN1CCCCCC1,12,-22,-7,-20,9,-3,-1.6,1,4,-3,2
CCCCN(C=O)c1c(CC)nc2ccc(C(=O)NCc3ccccc3OC)cn12,nt,2,2,8,6,-1,-0.2,-8,29,nt,13
O=C1N(c2ccccc2)CCN1c1ccccc1,nt,-70,6,-246,-305,17,-0.5,-2,-125,3,-13
CC(C)Cn1c(N)c(C(=O)COC(=O)/C=C/c2cccs2)c(=O)n(C)c1=O,20,28,10,21,26,6,6.2,-16,-34,2,-27
Cc1ccccc1N/C=C/C(=C(C#N)C#N)N(C)C,8,-4,5,0,6,-4,0.9,-7,2,0,15
CCCCn1cnc2c1c(=O)[nH]c(=O)n2CCCC,-10,24,0,34,21,8,0.0,nt,-26,0,1
O=C(NCc1ccc(F)cc1)C(=O)c1cn(CC(=O)N2CCCC2)c2ccccc12,9,3,9,-20,6,11,-0.5,-10,1,0,-1
CC(CNC(=O)c1cc(COc2ccc3ncccc3c2)on1)c1ccccc1 (configuration not stated),22,88*,6,48,24,-5,-0.4,-6,105*,0,-17
Cc1cccc(OCCCN2C(=O)C(=O)c3cc(C)ccc32)c1,10,1,-5,11,-16,4,-0.6,-7,-28,2,-4
COc1ccc(-c2cc(NC=O)c3ncc(-c4ccc(C(C)=O)cc4)n3c2)cn1,nt,22,0,57*,10,19,-2.7,-6,14,nt,64*
O=C(NCC(c1ccco1)N1CCOCC1)c1ccc(F)cc1 (configuration not stated),2,-8,1,1,-8,9,-0.4,-6,9,-2,-1
CCn1cc(C(=O)N(C)c2ccccc2F)c2cc(OC)c(OC)cc2c1=O,-1,16,-1,-1,7,-10,0.6,-4,7,3,0
CCc1nnc(NC=C2C(=O)OC(C)(C)OC2=O)s1,8,-6,-1,11,3,-2,0.3,-9,-17,0,-2
O=C(Oc1cc(=O)oc2ccccc12)c1ccccc1,16,-6,1,27,10,nt,-2.9,nt,-5,1,0
CC(=O)/C(C(=N)N1CCN(c2cccc(Cl)c2)CC1)=C(\C)O,2,-22,18*,0,-3,-2,5.7,-10,7,3,0
CCCCCCN1CC(=O)N2[C@@H](Cc3c([nH]c4ccccc34)C2(C)C)C1=O,-2,13,-7,23,9,-6,0.2,-5,-12,-1,6
CCCCN(CC)CCNC(=O)Cn1cc2c(n1)-c1c(oc(C(=O)N3CCCC3)c1C)CC2,-13,8,6,7,8,-4,-0.5,-5,-17,-3,1
C/C(=N/NC(=O)c1cc(Cl)ccc1O)C12CC3CC(CC(C3)C1)C2,-2,-9,0,-54,-50,-1,0.9,-3,-13,1,-6
COc1ccc(OC2CCN(C(=O)Nc3ccc(C)cc3)CC2)cc1,5,21,0,-24,-33,-4,0.1,-4,28,0,-7
Clc1ccc(CSc2nnc(-c3cccnc3)o2)cc1,-1,6,-5,-34,-33,-3,1.4,-5,0,1,-4
COc1ccc(C(=O)NCC(=O)N2CCCC(C(F)(F)F)C2)cc1OC (configuration not stated),-9,9,0,-3,6,-2,-0.5,-5,-38,1,2
COc1cc(C=O)ccc1OCC(=O)Nc1cccc(S(=O)(=O)N(C)c2ccccc2)c1,8,-4,3,1,-3,-4,-0.1,-6,14,-1,1
CC(C)N1CCC(=NNC(=O)c2cccs2)CC1,-3,-5,-6,-1,-6,7,0.0,-7,-135,-5,17
Cc1ccc(-c2nc3n(n2)Cc2ccccc2-3)cc1,48,-22,4,-8,15,6,-3.5,-9,-110,3,-39
CC(C)(C)NC(=O)CSc1nnc(-c2ccco2)n1Cc1ccco1,2,7,2,8,-16,-10,-3.0,-4,5,2,-2
O=C(c1cc2ccccc2oc1=O)N1CCN(CCc2ccccc2)CC1,0,6,-13,0,1,-4,-2.3,-2,-6,-1,14
Cn1cnc([N+](=O)[O-])c1Sc1nc(N)nc2c1ncn2Cc1ccccc1,3,-16,-4,35,1,13,-2.4,-8,-2,nt,1
CCCCN(C=O)c1c(CC)nc2ccc(C(=O)N(C)Cc3ccccc3)cn12,nt,-1,-1,-5,12,6,-2.2,-5,-17,nt,1
COc1ccc(NC(=O)CCC(=O)N/N=C/c2cn(C)nc2C)cc1,4,5,6,15,19,-1,-0.5,-4,-15,1,17
CC(C)(C)NC(=O)NCc1cccnc1,0,17,0,12,10,-3,1.6,-4,-10,-2,-5
O=C(O)c1cccc(S(=O)(=O)N2CCN(Cc3ccc4c(c3)OCO4)CC2)c1,-3,9,5,8,3,-11,-0.2,-7,-18,4,4
